Screens: PubChem, several laboratories
Wnt bcat act = Wnt/beta-catenin pathway activators, primary screen, cell-based, plate reader, single point; Wnt/beta-catenin reporter cell assay, activator; activation, % at 9.35 µM; hit rate 1.2% among 300,000; in the data active = activation above about 30%, passing the limit was not always enough;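 also: 0% = neutral control wells and 100% = positive control wells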
CAL PDZ FP-1 = CAL PDZ peptide-binding inhibitors, primary screen, biochemical, fluorescence polarization, Cer-tagged CAL PDZ, HTS | Golgi-associated PDZ and coiled-coil motif-containing protein (Homo sapiens), Q9HD26 | inhibition, % at 20 µM | purified CAL PDZ, TMR-peptide fluorescence polarization, 1 h | hit rate 0.02% among 330,000 | AID 504414, 2011;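 active = highest replicate inhibition of at least 40%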;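 also: plate controls were DMSO neutral control wells for no effect and unlabeled competitor peptide control wells for full effect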
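Material: tagged CAL PDZ domain; buffer or medium: 25 mM sodium phosphate pH 7.4, 150 mM NaCl, TCEP, IgG, Thesit; compound dosing: single point, 20 µM; schedule: 1 h incubation at room temperature before polarization reading; measured by: FP readout, S and P plane fluorescence; read-out basis: percent inhibition from loss of millipolarization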
MITF TRPM1 HTS = activators of MITF-driven TRPM1 promoter reporter, primary screen, cell-based, SK-MEL-5, luciferase, single point; SK-MEL-5 TRPM1-promoter luciferase, 24 h; % of positive control, neutral wells = 0; activation, % at 12.5 µM; hit rate 0.75% among 300,000;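 active = mean activation of at least 80% with every replicate also reaching 80%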;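 also: 0% = neutral control wells and 100% = parthenolide positive control wells; values of inactives mirror those of a sister screen read the other way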
AddAB inh = growth inhibition of E. coli expressing H. pylori AddAB, primary screen, AddAB inhibitor project, absorbance. inhibition, % at 11.9 µM. hit rate 0.29% among 330,000. AID 435030, 2010; in the data active = inhibition above about 12%;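 also: 0% = vehicle wells of infected cells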
Tat transport = E. coli Tat export inhibitors, primary screen, MC4100, TorA-mCherry reporter, fluorescence, single point. inhibition, % at 10 µM. hit rate 0.036% among 340,000. AID 488895, 2010;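 active = mean replicate inhibition at least 50% and at least half of replicates individually reaching 50%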;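 also: exported cargo escapes ClpAP degradation while cytoplasmic cargo is degraded and loses fluorescence; 0% = median of neutral control wells and 100% = median of NaSCN control wells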
CAL PDZ FP-2 = untagged CAL PDZ binding inhibitors, primary screen, biochemical, fluorescence polarization, HTS; Golgi-associated PDZ and coiled-coil motif-containing protein (Homo sapiens), Q9HD26; purified CAL PDZ, TMR-peptide fluorescence polarization, 1 h; inhibition, % at 24.9 µM; hit rate 0.92% among 300,000; AID 602252, 2012;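 active = mean inhibition of at least 30% with at least half of replicates also reaching 30%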;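 also: 0% = DMSO neutral control and 100% = excess unlabeled competitor peptide PRC23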
SR-BI uptake up = activators of SR-BI mediated DiI-HDL uptake, primary screen, ldlA[mSR-BI] CHO cells, DiI fluorescence. 3 h; 100 = double the neutral-control signal. activation, % at 12.5 µM. hit rate 0.096% among 320,000. AID 504775, 2011;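 active = mean replicate activation of at least 60% and every replicate at or above 60%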;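 also: 0% = median plate neutral-control signal and 100% = twice that signal; values of inactives mirror those of a sister screen read the other way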
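Material: SR-BI-overexpressing, LDLR-lacking CHO cells; schedule: compound exposure 3 h, 37 °C; reagent: DiI-labelled HDL at 10 µg/mL final; technique: bottom-read fluorescence, 550/595 nm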
E coli growth = E. coli V3065 growth inhibition, primary screen, counter-screen for AddAB inhibitor project, absorbance, OD600. 18 h. inhibition, % at 11.9 µM. hit rate 0.27% among 330,000;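 active = inhibition above the campaign's mean inhibition across all tested compounds plus 3 SD, cut at about 9.9% in these data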;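 also: uninfected addAB+ strain grown without phage in ampicillin broth; 0% = DMSO wells and 100% = ciprofloxacin 0.95 µg/ml wells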
phage Ecoli inh = growth loss of phage-infected E. coli, primary screen, RecBCD inhibitor project, absorbance, with phage, HTS. inhibition, % at 11.9 µM. hit rate 0.26% among 360,000. AID 651602, 2012; in the data active = inhibition above about 11%
SR-BI DiI inh = inhibitors of SR-BI mediated HDL lipid uptake, primary screen, ldlA[mSR-BI] cells, fluorescence, single point; Scavenger receptor class B member 1 (Mus musculus), Q61009; ldlA[mSR-BI] CHO cells, DiI-HDL uptake fluorescence, 3 h; inhibition, % at 12.5 µM; hit rate 0.96% among 320,000;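 active = mean replicate inhibition of at least 70% and a set share of replicates each scoring 70 or more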;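 also: 0% = median of neutral control wells and 100% = median of positive control wells; values of inactives mirror those of a sister screen read the other way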
Target sequence (Q61009 whole entry, looked up): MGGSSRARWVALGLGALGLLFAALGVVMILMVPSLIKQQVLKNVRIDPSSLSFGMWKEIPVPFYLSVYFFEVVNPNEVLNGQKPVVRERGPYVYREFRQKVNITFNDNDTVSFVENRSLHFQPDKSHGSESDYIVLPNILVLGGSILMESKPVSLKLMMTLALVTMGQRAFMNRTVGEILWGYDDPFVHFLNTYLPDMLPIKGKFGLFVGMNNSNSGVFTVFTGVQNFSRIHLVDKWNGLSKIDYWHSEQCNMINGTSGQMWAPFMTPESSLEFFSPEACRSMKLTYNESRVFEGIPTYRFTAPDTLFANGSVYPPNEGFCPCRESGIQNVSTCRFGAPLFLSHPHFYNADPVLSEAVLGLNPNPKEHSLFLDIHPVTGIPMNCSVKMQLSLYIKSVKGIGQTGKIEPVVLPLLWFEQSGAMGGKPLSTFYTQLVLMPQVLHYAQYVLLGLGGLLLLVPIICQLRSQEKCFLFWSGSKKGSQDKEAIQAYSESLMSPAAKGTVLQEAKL
Numbers without * were called inactive; . = not tested or not shown; & = joins results of further samples.

SMILES	Wnt bcat act	CAL PDZ FP-1	MITF TRPM1 HTS	AddAB inh	Tat transport	CAL PDZ FP-2	SR-BI uptake up	E coli growth	phage Ecoli inh	SR-BI DiI inh
O=C1CC(SCCc2nc3ccccc3[nH]2)C(=O)N1c1ccc(F)cc1 (stereo not drawn)	.	0.4	10	-0.8	-9	1	11	0.1	2.7	-11
Cc1cccc(N2CCN(C(=O)c3ccc4nccnc4c3)CC2C)c1 (stereo not drawn)	-4	0.8	-3	0.0	3	-1	29	-0.4	3.7	-29
CN(C)C(=O)NCc1ccc(S(N)(=O)=O)cc1	.	0.2	11	1.3	-4	.	-3	1.9	0.9	3
O=C(COC(=O)c1cccc(S(=O)(=O)NCc2ccccc2)c1)NCC1CCCO1 (stereo not drawn)	-7	0.0	5	4.1	12	-2	-3	-0.1	3.1	3
COc1ccc(Cn2ccnc2)cc1[N+](=O)[O-]	-2	-0.1	-5	4.0	-4	-8	10	3.4	2.3	-10
O=C(CCCCCNC(=O)c1ccccc1)N/N=C/c1ccco1	1	-2.4	3	2.7	-4	-1	12	1.6	2.9	-12
CN(C)C(=O)c1ccccc1Sc1cc(Cl)ccc1Cl	.	-2.0	1	3.4	2	-6	-11	1.0	3.8	11
CCc1nc(SCC(=O)N2CCC(C)CC2)c2c(=O)n(C)c(=O)n(C)c2n1	-2	-1.6	.	0.2	-4	.	-14	2.6	3.0	14
Cc1cccc(-n2c(O)c(C=Nc3c(C)n(C)n(-c4ccccc4)c3=O)c3ccccc3c2=O)n1	-6	0.1&-1.6	21&-8	1.7	-6&-3	2&-5	6&-2	-1.4	4.9	-6&2
COCC(=O)Nc1nc(-c2ccc([N+](=O)[O-])cc2)cs1	2	-1.5	16	-0.2	3	-3	-5	1.2	2.8	5
Cc1nnc(NC(=O)Cn2c(=O)sc3ccccc32)s1	-5	-1.2	.	3.0	-14	.	30	2.1	3.9	-29
N#Cc1ccc(S(=O)(=O)N2CCN(CC(=O)Nc3ccccc3C(=O)NC3CC3)CC2)cc1	2	-0.7	7	2.5	-3	-4	4	1.9	-1.9	-4
O=C(COC(=O)CCS(=O)(=O)c1ccc(Cl)cc1)Nc1ncc(Cl)cc1Cl	2	-0.7	-8	0.3	-3	1	21	-0.6	2.2	-21
COc1ccc(C=C2C(=O)c3ccccc3C2=O)cc1O	5	0.3	-8	0.3	-1	-1	4	-2.9	1.5	-4
COC(=O)Cn1c2c(c3cc(C)ccc31)CCCC2NC(C)c1ccccc1 (stereo not drawn)	0	0.2	0	1.4	0	-2	-51	0.2	4.9	51
Nc1c(C(=O)O)sc2nc(-c3ccccc3)cc(-c3ccccc3)c12	-5	-0.8	-7	0.0	1	27	.	-0.6	-0.8	.
CS(=O)(=O)N(Cc1ccccc1)c1ccc(C(=O)Nc2ccccc2C(=O)O)cc1	0	-0.6	-6	-2.6	0	.	-22	-0.8	1.1	22
C=C(C)CN(CC)C(=O)CSc1nc2ncc(Cl)cc2[nH]1	7	-1.1	11	-0.6	11	-3	0	-2.5	1.7	0
O=C(COc1ccccc1CNCc1ccccc1)Nc1ccccc1	.	-3.0	20	-0.2	2	.	5	-0.7	5.5	-5
O=C(/C=C/c1ccc(F)cc1)NCCCN1CCN(CCCNC(=O)/C=C/c2ccc(F)cc2)CC1	0	-1.1	-13	1.0	1	-3	-20	-0.5	2.1	20
Cc1cc(NC(=O)c2cccc(C(=O)Nc3cc(C)on3)n2)no1	-3	-0.1	-3	0.3	-4	3	-33	-1.5	1.4	33
COc1ccccc1/C=C/C=N/Nc1cccc(C(=O)O)c1	25	0.5	-7	-0.7	-3	-3	31	-0.3	0.8	-31
Cc1ccc(C2NC(=O)c3c(sc4c3CCN(C)C4)N2)o1 (stereo not drawn)	.	-1.8	14	1.1	-6	-2	39	-1.6	-1.0	-39
CCn1cc(CN2CCCC(C(=O)Nc3ccc(-c4cscn4)cc3)C2)c(C)n1 (stereo not drawn)	1	-3.1	-2	1.5	-11	-5	4	0.8	-0.6	-4
COc1ccccc1Cn1c(=S)[nH]c2cc(C(=O)N3CCCC3)ccc2c1=O	0	0.0	-4	5.2	-4	6	9	-0.8	0.4	-9

Continuation:
SMILES	Wnt bcat act	CAL PDZ FP-1	MITF TRPM1 HTS	AddAB inh	Tat transport	CAL PDZ FP-2	SR-BI uptake up	E coli growth	phage Ecoli inh	SR-BI DiI inh
CC(C)SCCCOc1ccc(C(C)(C)C)cc1	.	0.2	62	1.3	-8	2	21	3.2	3.8	-21
O=C(O)c1ccccc1-c1ccccc1C(=O)Nc1cccc(O)c1	-1	0.7	-2	2.7	0	-1	7	-1.2	5.5	-7
O=C1CCC(/C=C/c2ccccc2)=NN1Cc1ccc(F)cc1	-1	-0.8	-5	4.0	6	-5	18	-1.4	5.0	-18
Cn1c(NC(=O)c2ccc(S(=O)(=O)N3CCCCC3)cc2)cc(=O)n(C)c1=O	.	-1.4	0	2.9	1	-2	-3	0.3	2.7	3
CN(C)c1ccc(P(=O)(Nc2ccccc2)N2CCOCC2)c(NC(=O)c2cccs2)c1 (stereo not drawn)	.	-0.6	-8	0.4	3	-1	6	-2.9	1.8	-6
CCn1cnc2sc(-c3ccccc3)cc2c1=O	19	-1.1	45	-0.9	-3	-4	-12	-1.5	2.0	12
Cc1nn(CCc2nn[nH]n2)c2nc(-c3ccc(C4CCCCC4)cc3)cc(C(F)(F)F)c12	-5	-2.7	-10	-1.8	8	-1	3	-0.8	1.4	-3
CC1(C)CC2CC(C)(CN2C(=O)COC(=O)c2ccc(O)cc2O)C1 (stereo not drawn)	3	0.2	13	-0.5	-3	.	10	-0.1	1.5	-10
Fc1ccc(-c2cnc(-c3cccs3)o2)cc1	34*	-0.4	54	1.6	-2	17	-12	1.8	3.5	12
Cc1cc(Cl)ccc1NC(=O)COC(=O)CCNS(=O)(=O)c1ccccc1	-2	0.1	.	3.1	8	7	1	0.6	-1.0	-1
Cc1cc(N2CCN(C)CC2)nc2ccc(NC(=S)N3CCN(c4ccccn4)CC3)cc12	2	5.5	0	1.0	1	-3	.	-3.0	-0.8	.
CCC(=O)N1CCc2cc(S(=O)(=O)NCCC(=O)N3CC=C(c4ccccc4)CC3)ccc21	-10	-1.6	1	1.4	4	-2	-9	-0.9	0.3	9
CCN(CC)CCCN1C=C2C(=O)C(C)(OC(=O)CCC(=O)OC)C(=O)C=C2C=C1C1CC1 (stereo not drawn)	2	-1.8	15	2.4	-7	-1	32	0.0	2.2	-32
CC(=O)c1ccc(N=C2SCCCN2C(=O)C2CCCCC2)cc1	1	-0.3	.	2.0	1	.	-79	2.1	4.1	79*
Cc1cccc(N(CC(=O)Nc2c(C)n(C)n(-c3ccccc3)c2=O)S(C)(=O)=O)c1C	.	-1.2	-5	1.1	-10	-1	-5	-0.8	0.2	5
CC1CC(C)CN(C(=O)c2ccccc2Nc2ccc(SC(F)F)cc2)C1 (stereo not drawn)	-6	.	.	-1.3	19	-2	9	2.4	1.0	-9
O=C(NCc1ccc(N2CCCC2=O)cc1)Nc1ccccc1	.	-0.8	6	-0.2	-2	-3	.	-0.7	2.2	.

Complete entries as entered above. Order of screens: Wnt bcat act, CAL PDZ FP-1, MITF TRPM1 HTS, AddAB inh, Tat transport, CAL PDZ FP-2, SR-BI uptake up, E coli growth, phage Ecoli inh, SR-BI DiI inh
Entry for O=C1CCC(/C=C/c2ccccc2)=NN1Cc1ccc(F)cc1 = -1, -0.8, -5, 4.0, 6, -5, 18, -1.4, 5.0, -18
Entry for CC(=O)c1ccc(N=C2SCCCN2C(=O)C2CCCCC2)cc1 = 1, -0.3, ., 2.0, 1, ., -79, 2.1, 4.1, 79*
Entry for CCC(=O)N1CCc2cc(S(=O)(=O)NCCC(=O)N3CC=C(c4ccccc4)CC3)ccc21 = -10, -1.6, 1, 1.4, 4, -2, -9, -0.9, 0.3, 9
Entry for Cc1cc(Cl)ccc1NC(=O)COC(=O)CCNS(=O)(=O)c1ccccc1 = -2, 0.1, ., 3.1, 8, 7, 1, 0.6, -1.0, -1
Entry for Cc1nn(CCc2nn[nH]n2)c2nc(-c3ccc(C4CCCCC4)cc3)cc(C(F)(F)F)c12 = -5, -2.7, -10, -1.8, 8, -1, 3, -0.8, 1.4, -3

Results in AddAB inh, Wnt bcat act and CAL PDZ FP-1, for some of the entries so far:
SMILES | AddAB inh | Wnt bcat act | CAL PDZ FP-1
Cn1c(NC(=O)c2ccc(S(=O)(=O)N3CCCCC3)cc2)cc(=O)n(C)c1=O | 2.9 | . | -1.4
CN(C)c1ccc(P(=O)(Nc2ccccc2)N2CCOCC2)c(NC(=O)c2cccs2)c1 (stereo not drawn) | 0.4 | . | -0.6
CCn1cnc2sc(-c3ccccc3)cc2c1=O | -0.9 | 19 | -1.1
Cc1nn(CCc2nn[nH]n2)c2nc(-c3ccc(C4CCCCC4)cc3)cc(C(F)(F)F)c12 | -1.8 | -5 | -2.7

Look-ups from above.
CCC(=O)N1CCc2cc(S(=O)(=O)NCCC(=O)N3CC=C(c4ccccc4)CC3)ccc21 in SR-BI uptake up = -9
CC1CC(C)CN(C(=O)c2ccccc2Nc2ccc(SC(F)F)cc2)C1 (stereo not drawn) in Tat transport = 19
O=C1CCC(/C=C/c2ccccc2)=NN1Cc1ccc(F)cc1 in Tat transport = 6
